DRD3 antagonist – D3 dopamine receptor (human) antagonism; D3R cells, DiscoveRx beta-arrestin luminescence, antagonist mode; active compounds read low; max response, negative = inhibition, %; P35462; actives 2.5% (n = 360,000); in the data active means max response below about -50%; inconclusive means no clear call, values can overlap the other calls; further: on the % scale 0 is the no-effect control and ±100 the full control effect; mostly tested at two doses, the higher about 12 µM
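Cells expressing the human receptor were seeded at 1500 cells/well, incubated overnight at 37 degrees C in 5% CO2, then exposed to library compounds with dopamine controls for 90 minutes at 37 degrees C before luminescent detection.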
TDP43 rescue – inhibitors of TDP-43 toxicity in yeast; TDP-43 expressing yeast growth rescue, BacTiter-Glo, 24 h; Potency, µM (series often up to 46.1 µM), for inactives: at the highest dose growth rescue (activation), usual class: activators; actives 1.8% (n = 410,000); further: potency means the concentration at half of the fitted maximal effect; % of control where 0% means no effect; nearly all actives have a fitted effect of over 50% in size
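In this qHTS, compounds that restore growth of yeast expressing TDP-43 appear as activators. Cells (OD600=0.02, galactose medium, raffinose-pregrown) are incubated with compound 24 hr at 30 deg C and growth is quantified by BacTiter-Glo.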
Abeta rescue – restores growth of yeast expressing A-beta42 peptide; yeast expressing A-beta42, growth rescue, OD600, 48 h; response scale: 0% DMSO, 100% iron-clioquinol control; actives 0.063% (n = 410,000); Potency, µM (top dose mostly 46.1 µM), without a hit: at the highest dose growth rescue, actives largely listed as activators; AID 1347071; further: potency means the concentration at half of the fitted maximal effect; nearly all actives have a fitted effect of over 55% in size
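Yeast growth medium received pinned compounds, then yeast cells expressing toxic A-beta were added; plates incubated at 30 C for 48 hr. Growth read as absorbance at 600 nm, normalized to DMSO and equimolar FeCl3 plus clioquinol controls.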
EPAC2 ag – activates human EPAC2 exchange factor. Q8WZA2. EPAC2 activation, biochemical qHTS; response scale: 100% = 6.5 mM cAMP response. Potency, µM (highest dose often 154 µM), for inactives: at the highest dose activation, usual class: activators. actives 0.079% (n = 360,000); further: potency means the concentration at half of the fitted maximal effect; nearly all actives have a fitted effect of over 50% in size
Target sequence (Q8WZA2 whole entry, looked up): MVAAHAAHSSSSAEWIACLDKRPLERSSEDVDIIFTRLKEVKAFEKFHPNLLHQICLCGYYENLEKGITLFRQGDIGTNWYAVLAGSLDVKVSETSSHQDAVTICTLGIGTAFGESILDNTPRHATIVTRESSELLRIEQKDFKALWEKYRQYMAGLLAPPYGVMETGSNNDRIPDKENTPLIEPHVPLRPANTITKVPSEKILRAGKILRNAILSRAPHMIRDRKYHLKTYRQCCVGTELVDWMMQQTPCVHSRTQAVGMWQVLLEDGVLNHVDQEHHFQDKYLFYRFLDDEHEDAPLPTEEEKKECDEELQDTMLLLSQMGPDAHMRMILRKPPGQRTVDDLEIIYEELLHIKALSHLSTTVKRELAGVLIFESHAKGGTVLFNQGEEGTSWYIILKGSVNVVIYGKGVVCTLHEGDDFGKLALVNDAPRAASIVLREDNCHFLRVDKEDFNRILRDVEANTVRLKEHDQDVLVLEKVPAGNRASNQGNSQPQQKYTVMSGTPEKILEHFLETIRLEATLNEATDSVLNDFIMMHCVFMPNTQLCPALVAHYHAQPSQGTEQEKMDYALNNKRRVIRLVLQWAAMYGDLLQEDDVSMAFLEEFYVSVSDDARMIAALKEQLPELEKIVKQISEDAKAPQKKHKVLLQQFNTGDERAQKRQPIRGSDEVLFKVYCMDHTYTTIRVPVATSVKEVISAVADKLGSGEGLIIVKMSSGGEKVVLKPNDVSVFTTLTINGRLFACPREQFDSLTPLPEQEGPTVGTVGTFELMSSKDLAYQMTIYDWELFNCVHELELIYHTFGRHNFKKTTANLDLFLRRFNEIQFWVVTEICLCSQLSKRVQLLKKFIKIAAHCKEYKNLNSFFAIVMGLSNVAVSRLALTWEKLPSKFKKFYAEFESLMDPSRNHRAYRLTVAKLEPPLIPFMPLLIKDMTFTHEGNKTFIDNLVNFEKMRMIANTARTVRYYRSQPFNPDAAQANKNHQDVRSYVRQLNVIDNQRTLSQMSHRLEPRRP
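Setup: EPAC2 100 nM, labeled Rap1B complex 250 nM, free GDP 50 uM. Compound titrations pinned in, brief spin, 5 min room temperature incubation. Kinetic fluorescence read over 30 min, normalized to 6.5 mM cAMP.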
aSyn yeast inh – rescues yeast growth from alpha-synuclein toxicity; Yeast expressing alpha-synuclein, growth rescue, BacTiter-Glo, 24 h; Potency, µM (highest dose often 46.1 µM), for inactives: at the highest dose growth rescue (activation), usual class: activators; actives 0.14% (n = 370,000); AID 652106; further: potency means the concentration at half of the fitted maximal effect; % of control where 0% means no effect; nearly all actives have a fitted effect of over 65% in size
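Readout is rescue of growth in alpha-synuclein-expressing yeast, so inhibitors of toxicity appear as activators. Growth after 24 hr at 30 deg C in galactose medium is quantified by luminescence.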
EPAC2 antag – EPAC2 (human) antagonism. actives 0.18% (n = 360,000). Q8WZA2. Potency, µM (titrated, usually from 114 µM), without a hit: at the highest dose activity, negative = inhibition, usual class: inhibitors. EPAC2 GEF exchange of Rap1B-BODIPY-GDP, fluorescence; further: potency means the concentration at half of the fitted maximal effect; on the % scale 0 is the no-effect control and ±100 the full control effect; nearly all actives have a fitted effect of over 45% in size; many of its hits are not listed in these tables
FUS yeast rescue – rescues growth of FUS-expressing yeast; AID 1347120; actives 0.24% (n = 390,000); Potency, µM (titrated, usually from 76.6 µM), without a hit: at the highest dose growth rescue (activation), hits mostly activators; S. cerevisiae FUS-expressing, growth rescue, OD600, 24 h;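 further: potency means the concentration at half of the fitted maximal effect; plate controls were DMSO vehicle for no effect and reference control for full effect; nearly all actives have a fitted effect of over 55% in size; some results filed as inactive show a strong effect at the top dose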
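Yeast FUS proteinopathy model; galactose-induced FUS (2%), starting OD 0.005. Cpds in dilution series, 24hr, 30C, 99% humidity. Abs 600 nm growth. Pos ctrl CP55940 (top 92uM final); neg ctrl DMSO.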
DRD3 agonist – agonists of human D3 dopamine receptor. actives 0.58% (n = 410,000). max activation, %. P35462. D3R DiscoveRx beta-arrestin cells, luminescence, 90 min; in the data active means max activation above about 30%; further: 0% is about no effect; mostly tested at two doses, the higher about 12 µM
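Agonist-mode cell screen: cells plated at 1500/well and incubated overnight at 37 °C, then exposed to library compounds for 90 min at 37 °C. Detection reagent was added for 30–60 min at room temperature, and luminescence was read.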
* hit, by the source's call; ? = inconclusive; . = no result given; & = joins results of further samples; [ ] = dose if it differs, or a comment. Unless noted, the call rests on the fitted dose curve; in most records, active means well fitted curve in the direction sought with a large enough effect; inconclusive means small, poorly fitted or top-dose-only effect, or another doubt; inactive means no such curve, though single readings can be large; an effect the other way counts as inactive or inconclusive. These rows are one share of the data, so the mix of outcomes need not match the whole.

Each structure is followed by: DRD3 antagonist, TDP43 rescue, Abeta rescue, EPAC2 ag, aSyn yeast inh, EPAC2 antag, FUS yeast rescue, DRD3 agonist
- CC(C)CC[n+]1ccn(C2=C([O-])c3ccccc3C(=O)/C2=N\S(=O)(=O)c2ccccc2)c1
  -28, -15%, -8%, -2%, -2%, -4%, -2%, -18
- Cc1ccc(S(=O)(=O)N2CCC(C(=O)N[C@@H](C)C(=O)NCC3CCCO3)CC2)cc1 (stereo partly specified)
  -16, ?, -2%, 11%, -8%, -2%, -2%, -1
- NNC(=O)c1ccc(S(=O)(=O)N2CCc3ccccc32)cc1
  21, -12%, 15%, 5%, 2%, -9%, 10%, 3
- CCCN1CCC(=O)N([C@H](COc2ccccc2)CC(C)C)CC1
  -58*, -4%, -7%, -4%, -1%, 28%, -28%, -39
- Cc1ccc(C2CC(=O)n3nc(-c4ccc(Cl)cc4)nc3S2)cc1 (stereo unspecified)
  ., 1%, -10%, ., ., ., -3%, -4
- CC(=O)c1sc(NC(=O)Cc2c(F)cccc2Cl)nc1C
  -7, 17%, 8%, 4%, -1%, -6%, -4%, -3
- Cc1ccc(S(=O)(=O)NC(=O)c2ccccc2C)cc1
  -10, 24%, 17%, 11%, 7%, 3%, 0%, 2
- Cc1ccccc1-c1nnc(SCC(=O)N2CCCCC2)o1
  ., 26%, 3%, ., ., ., 16%, 1
- Cc1c(C)n(C)c2ccc(C(=O)NCCCN3CCCCC3C)cc12 (stereo unspecified)
  5, 5%&-4%, 1%&-11%, -5%, 2%, 3%, 24%&10%, -9&-20
- CC(C)(C)n1cnc2cc(NCc3ccccc3Cl)ccc21
  ., 15%, 3%, ., ., ., -6%, -19
- CCCCOC(=O)c1ccc(NC(=S)NC(=O)c2ccco2)cc1
  ?, -16%, -15%, -1%, -10%, -2%, ., -19
- Cc1ccc(S(=O)(=O)N(C)CC(=O)O/N=C(\N)c2cccc(Br)c2)cc1
  3, 6%, -14%, 7%, 5%, -5%, 12%, 13
- CCOC(=O)c1c(-c2ccccc2)oc2ccc(O)c(CN(C)C)c12
  ?, 4%, -10%, 6%, 5%, 13%, -7%, -7
- CCN(CC)C(=O)CSc1n[nH]c(=S)n1N
  -16, -6%, 7%, 2%, 0%, 7%, 15%, -10
- COC(CNC(=O)CN1C(=O)COc2ccc(S(=O)(=O)N3CCOCC3)cc21)OC
  0, 13%, -11%, 2%, 0%, 5%, -6%, 1
- CCCCSCCCNC(=O)c1cn(C)c2ccc(S(=O)(=O)N3CCCC3)cc2c1=O
  -7, 12%&-10%, 4%&-12%, -9%, 1%, 1%, 5%&0%, -1&0
- Cn1c(=O)c2c(O)c(C=Nc3ccc(F)cc3)c(=O)n(C)c2n(C)c1=O
  0, 5%, 1%, 8%, 5%, 1%, 9%, -6
- Cc1ccc(OCC(=O)Nc2ccc(S(=O)(=O)Nc3ccccn3)cc2)cc1
  -3, -18%, -10%, 2%, -1%, -4%, 6%, 6
- CCCNC(=O)c1c(N)n(-c2ccc(S(N)(=O)=O)cc2)c2nc3ccccc3nc12
  14, 19%, -2%, -5%, 4%, 10%, ., 6
- Cc1ccc(SC/C(O)=C(\C#N)c2nc3ccccc3s2)cc1
  15, -10%, 10%, 10µM*, 1%, -26%, -13%, 8

Filtered by structure: the entries above with a furan ring, fused or not (2)
Each structure is followed by: DRD3 antagonist, TDP43 rescue, Abeta rescue, EPAC2 ag, aSyn yeast inh, EPAC2 antag, FUS yeast rescue, DRD3 agonist
- CCCCOC(=O)c1ccc(NC(=S)NC(=O)c2ccco2)cc1
  ?, -16%, -15%, -1%, -10%, -2%, ., -19
- CCOC(=O)c1c(-c2ccccc2)oc2ccc(O)c(CN(C)C)c12
  ?, 4%, -10%, 6%, 5%, 13%, -7%, -7

Some of these compounds in order of count of non-hydrogen atoms, falling:
Each structure is followed by: DRD3 antagonist, TDP43 rescue, Abeta rescue, EPAC2 ag, aSyn yeast inh, EPAC2 antag, FUS yeast rescue, DRD3 agonist
- CCCCSCCCNC(=O)c1cn(C)c2ccc(S(=O)(=O)N3CCCC3)cc2c1=O
  -7, 12%&-10%, 4%&-12%, -9%, 1%, 1%, 5%&0%, -1&0
- CCCNC(=O)c1c(N)n(-c2ccc(S(N)(=O)=O)cc2)c2nc3ccccc3nc12
  14, 19%, -2%, -5%, 4%, 10%, ., 6
- Cc1ccc(OCC(=O)Nc2ccc(S(=O)(=O)Nc3ccccn3)cc2)cc1
  -3, -18%, -10%, 2%, -1%, -4%, 6%, 6
- Cc1ccc(S(=O)(=O)N(C)CC(=O)O/N=C(\N)c2cccc(Br)c2)cc1
  3, 6%, -14%, 7%, 5%, -5%, 12%, 13
- CC(=O)c1sc(NC(=O)Cc2c(F)cccc2Cl)nc1C
  -7, 17%, 8%, 4%, -1%, -6%, -4%, -3
- Cc1ccc(S(=O)(=O)NC(=O)c2ccccc2C)cc1
  -10, 24%, 17%, 11%, 7%, 3%, 0%, 2

Additional entries
Each structure is followed by: DRD3 antagonist, TDP43 rescue, Abeta rescue, EPAC2 ag, aSyn yeast inh, EPAC2 antag, FUS yeast rescue, DRD3 agonist
- Fc1cccc(Cc2c(-c3ccco3)nc3c(Cl)cc(C(F)(F)F)cn23)c1
  -1, 13µM*, -83%[inhibitor], 2%, 12%, -1%, 3%, -10
- Cc1cc2oc(C(=O)Nc3ccc(S(=O)(=O)Nc4onc(C)c4C)cc3)cc(=O)c2cc1C
  ., 10%, -8%, ., ., ., -2%, -6
- COc1ccccc1-c1cc(-c2ccccc2)nc(=O)[nH]1
  ?, -20%, -16%, 5%, -6%, -8%, 12%, -15
- C/C(=N/NC(=O)CCCOc1ccc(Cl)cc1Cl)c1ccc(C)o1
  18, 11%, 12%, -6%, 7%, -4%, 3%, -8
- Cc1cc(/C=N/Nc2ccc([N+](=O)[O-])cn2)c(C)n1-c1ccc(C(=O)O)cc1
  ?, -5%, -24%, 0%, -1%, 16%, 32%, -3
- CN1CCC(N(C)C(=S)NCCc2ccccc2)CC1
  -13, 23%[9.22 µM], 8%, 9%, -1%, 7%, 15%, -6
- CCCc1c(-c2ccc(O)cc2)nn(-c2ccc(O)cc2)c1-c1ccc(O)cc1
  -7, ?, 1%, 15%, -25%&-10%, 5%, 1%, 13
- O=C(Nc1cccc(Cl)c1)c1ccc(-n2cncn2)c([N+](=O)[O-])c1
  0, 6%, 4%, 3%, ., -2%, 2%, -1
- CN(C)CCNC(=O)c1cc(Br)ccc1Cl
  -9, -2%, -10%, 2%, -7%, 25%, 9%, -20
- O=C(O)CN1C(=O)/C(=C/C=C/c2ccccc2)SC1=S
  3, 12%, 4%, 11%, 12%, -14%[57.1 µM], -19%, -2
- O=C(/C=C/c1ccco1)OCC1CCCN2CCCCC12 (stereo unspecified)
  -8, -28%, -4%, 0%, -2%, 2%, 23%, 0
- O=[N+]([O-])c1cccc(-c2nc(-c3cccs3)c(-c3cccs3)[nH]2)c1
  0, 9%, ?, 16%, -9%, -12%, 13%, -12
- Cc1ccc(CCNC(=O)C2CC(c3ccccc3[N+](=O)[O-])=NO2)cc1 (stereo unspecified)
  ?, 26%, 5%, 10%, 2%, -23%, -12%, 3
- Nc1ccc(O)cc1C(=O)OCC(=O)c1ccc(C2CCCCC2)cc1
  7, 0%, 31%, -14%, 11%, 11%, 10%, 6
- NC1=NC[C@H](c2ccccc2)N1CCc1cccc(F)c1
  -13, 3%, 8%, -1%, 2%, 3%, -11%, 6
- Cc1ccnc(NC(=O)c2ccccc2NC(=O)C(C)(C)C)c1
  -3, 17%, 20%, -1%, 4%, 1%, 4%, 1
- COc1ccc(C(=O)COC(=O)c2ccccc2C(=O)N(C)c2ccccc2)c(OC)c1
  ?, 29%, 25%, 19%, 0%, -10%, 31%, 2
- CCOC(=O)c1cc(-c2ccc(F)cc2)nc2c1c(=O)[nH]c(=O)n2Cc1ccccc1
  0, 5%, -1%, 2%, 7%, -2%, -15%, -3
- CC1C(=O)Nc2ccc(S(=O)(=O)N3CCN(c4cccc(Cl)c4)CC3)cc2NC1=O (stereo unspecified)
  10, 6%, -3%, -1%, -3%, -26%, ?, 3
- COC(=O)/C=C1\NC(=O)C(C)S1 (stereo unspecified)
  4, -10%, 0%, 9%, -7%, 2%, 8%, 4

A few values from the list:
Result of `CCCc1c(-c2ccc(O)cc2)nn(-c2ccc(O)cc2)c1-c1ccc(O)cc1` in DRD3 agonist: 13
Result of `C/C(=N/NC(=O)CCCOc1ccc(Cl)cc1Cl)c1ccc(C)o1` in FUS yeast rescue: 3%
Result of `O=C(Nc1cccc(Cl)c1)c1ccc(-n2cncn2)c([N+](=O)[O-])c1` in DRD3 agonist: -1
Result of `NC1=NC[C@H](c2ccccc2)N1CCc1cccc(F)c1` in EPAC2 antag: 3%

Following part
Each structure is followed by: DRD3 antagonist, TDP43 rescue, Abeta rescue, EPAC2 ag, aSyn yeast inh, EPAC2 antag, FUS yeast rescue, DRD3 agonist
- O=C(CNS(=O)(=O)c1cccc(Cl)c1)Nc1ccc(-c2nc3ccccc3s2)cc1
  10, 21%, 0%, -2%, -4%, 10%, ., 3
- O=C1CCCC(NCCCCCCNC2=C([N+](=O)[O-])C(=O)CCC2)=C1[N+](=O)[O-]
  7, -1%, -2%, 10%, 0%, -1%, -9%, 2
- COc1ccc(N2CCN(c3ncnc4c3cnn4-c3ccc(C)c(Cl)c3)CC2)cc1
  ., ?, -8%, ., ., ., -7%, -6
- Cc1ccc(NC(=O)c2c(C)oc3ccc(O)c(CN4CCOCC4)c23)cc1
  ., 14%, -2%, ., ., ., -6%, -9
- CCC1CCCCN1C(=S)NC(=O)c1ccco1 (stereo unspecified)
  -122*, 12%, 17%, -2%, -2%, -1%, 1%, -1
- CCN1C(=O)CS/C1=C(\C#N)S(=O)(=O)c1ccccc1
  -25, 6%, -7%, 18%, -7%, -11%, 36%, -1
- Cc1noc(C)c1C(=O)NCCC1=CCCCC1
  -13, -21%, -7%, 10%, 0%, -2%, -8%, -11

Screening results from PubChem.
